High-throughput results from PubChem BioAssay.
15-hLO-2 inh: blocks human 15-lipoxygenase 2 activity; 110,000 tested, 0.56% active; purified 15hLO-2, xylenol orange hydroperoxide absorbance; O15296; AID 881; Potency, µM (highest dose often 57.1 µM), without a hit: at the top dose activity change, negative = inhibition, usual class: inhibitors; also: potency is read from the fitted curve at half-maximal effect; nearly all actives have a fitted effect of over 60% in size; many of its hits are not listed in these tables
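Screening format was qHTS against 50 nM purified 15hLO-2 in Hepes pH 7.5 with detergent. Activity follows hydroperoxide formation from 45 uM arachidonic acid, measured as 573:405 nm absorbance ratio of the ferric-xylenol orange complex.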
PNC assembly inh: inhibitors of perinucleolar compartment assembly | PC3M PTB-GFP, PNC prevalence imaging, 16 h; stronger effect = lower value | activity change (PNC), negative = inhibition, % at 10 µM | 140,000 tested, 3.1% active | AID 2417;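 active = readout at or below -70, meaning at least 70% loss of cells showing the perinucleolar compartment, a nuclear body marking cancer cells; inconclusive = readout between -30 and a set limit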;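 also: plate controls were DMSO wells for no effect and camptothecin positive control wells for full effect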
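Read-out is percentage of cells bearing a perinucleolar compartment, from automated 20x imaging of fixed, Hoechst-stained PC3M PTB-GFP cells. Cells were seeded 4 h, then exposed 16 h to compound (23 nl of library stock) in duplicate plates.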
12-hLO inh: inhibitors of human 12-lipoxygenase (ALOX12); P18054; purified 12-hLO, xylenol orange hydroperoxide absorbance; Potency, µM (series often up to 57.1 µM), inactives show top-dose activity change, negative = inhibition, actives largely listed as inhibitors; 150,000 tested, 0.12% active; AID 1452; also: potency is read from the fitted curve at half-maximal effect; nearly all actives have a fitted effect of over 55% in size; many of its hits are not listed in these tables
Target sequence (P18054 whole entry, looked up): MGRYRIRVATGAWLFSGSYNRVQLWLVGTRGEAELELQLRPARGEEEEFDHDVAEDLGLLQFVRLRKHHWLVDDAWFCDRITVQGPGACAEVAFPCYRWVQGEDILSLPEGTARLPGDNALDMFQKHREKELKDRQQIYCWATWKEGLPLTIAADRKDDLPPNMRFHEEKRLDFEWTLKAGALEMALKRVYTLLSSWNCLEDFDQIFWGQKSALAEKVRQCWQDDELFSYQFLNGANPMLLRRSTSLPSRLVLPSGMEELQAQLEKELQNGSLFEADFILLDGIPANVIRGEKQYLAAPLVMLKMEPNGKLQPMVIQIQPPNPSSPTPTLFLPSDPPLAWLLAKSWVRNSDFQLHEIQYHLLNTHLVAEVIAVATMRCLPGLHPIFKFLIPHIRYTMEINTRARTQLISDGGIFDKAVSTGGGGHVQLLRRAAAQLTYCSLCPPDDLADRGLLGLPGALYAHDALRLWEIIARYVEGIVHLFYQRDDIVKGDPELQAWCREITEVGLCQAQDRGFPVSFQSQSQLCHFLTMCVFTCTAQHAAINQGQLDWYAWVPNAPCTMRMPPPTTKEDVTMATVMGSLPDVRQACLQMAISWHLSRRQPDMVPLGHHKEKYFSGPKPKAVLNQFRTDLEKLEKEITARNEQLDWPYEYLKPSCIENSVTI
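Lipoxygenase turnover measured by absorbance at 573 and 405 nm after Fe-XO development. Human 12hLO 150 nM, arachidonate 40 uM, pH 7.0 Hepes buffer with detergent; 15 min compound preincubation, 30 min reaction.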
IMPase inh: membrane-permeable compound that blocks inositol monophosphatase; P97697; CHO-M1 cells, IP1 accumulation, HTRF TR-FRET ratio; inhibition (IP1 accumulation), % at 46.1 µM; 120,000 tested, under 10 active; active = well fitted curve in the direction sought with a large enough effect in the signal ratio, not every such curve was filed as active; inconclusive = small, poorly fitted or top-dose-only effect, or a change in a side signal; inactive = no such curve, though single readings can be large or run the other way; the % refers to the signal ratio;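 also: cells stimulated with carbachol in lithium chloride buffer; plate controls were DMSO basal wells for no effect and reference inhibitor wells for full effect; higher means more IMPase inhibition seen as more IP1 and lower FRET ratio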
Target sequence (P97697 whole entry, looked up): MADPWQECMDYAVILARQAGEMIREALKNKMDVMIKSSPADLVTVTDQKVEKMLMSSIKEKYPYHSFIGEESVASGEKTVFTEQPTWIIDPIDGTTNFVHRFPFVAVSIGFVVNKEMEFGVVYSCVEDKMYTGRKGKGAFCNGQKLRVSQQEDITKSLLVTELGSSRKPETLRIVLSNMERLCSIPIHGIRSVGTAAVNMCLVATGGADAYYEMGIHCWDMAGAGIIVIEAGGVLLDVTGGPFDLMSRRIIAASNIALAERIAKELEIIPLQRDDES
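Seeded CHO-M1 cells were dosed with compound at up to 46 uM, stimulated with carbachol for 30 min, then lysed in IP-One detection reagents. Higher IP1 lowers the TR-FRET signal.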
Numbers without * were called inactive; ? = inconclusive; · = no result given; & = joins results of further samples; [ ] = another dose, or the depositor's remark. Unless noted, calls follow the shape of the dose curve; as a rule, active = well fitted curve in the direction sought with a large enough effect; inconclusive = small, poorly fitted or top-dose-only effect, or another doubt; inactive = no such curve, though single readings can be large; an effect the other way counts as inactive or inconclusive. Unless noted, % is scaled to controls: 0 for no effect and ±100 for the full control effect.

SMILES	15-hLO-2 inh	PNC assembly inh	12-hLO inh	IMPase inh
O=C(NC1CCCCC1)C(c1ccco1)N(Cc1ccco1)C(=O)c1ccco1 (stereo not drawn)	-1%	-27	0%	10
CC(=O)Nc1cc2c(cc1C(=O)c1ccc(C)cc1)OCCO2	14%	-1	-7%	13
CC(C)(c1ccccc1)c1ccc(OCCn2cnc3ccccc3c2=O)cc1	17%	-3	-5%	12
O=C(O)COc1cccc2nsnc12	-1%	?	-1%	1
CC1(C)NC(=O)N(CCCCOc2ccc3c(c2)CCC3)C1=O	-8%	?	-5%	2
COc1ccccc1N(CC(O)Cn1c2ccccc2c2ccccc21)S(=O)(=O)c1ccccc1 (stereo not drawn)	·	8	0%	·
Cc1occc1-c1nnc(SCC(=O)NCc2ccco2)n1CC(C)C	-7%	1	-11%	1
CCCCn1cnc2sc(-c3ccccc3)cc2c1=O	·	32	2%	7
S=C(NCCc1ccccc1)N/N=C/c1c(Cl)cccc1Cl	·	7	-21%	3
COC(=O)c1ccc2c(=O)n3c(nc2c1)SCC(c1ccccc1)=N3	-13%	36	2%	1
Nc1ccc(Br)c2c1C(=O)c1ccccc1C2=O	-2%	?	-7%	-4
N#CSCC(=O)c1cccc2ccccc12	·	93	0%	·
C/C(=N/NC(=O)c1ccccn1)c1ccco1	-8%	80	2%	0
C=CCn1c(SCn2nnc3ccccc3c2=O)nnc1C1CCCCC1	-6%	50	1%	-1
O=C(CN1CCN(Cc2ccc(F)cc2Cl)C1=O)NCCc1ccccc1	2%	13	1%	11
Cc1ccc(N(C(=O)c2ccc(S(=O)(=O)N3CCOCC3)cc2)C2C=CS(=O)(=O)C2)cc1 (stereo not drawn)	5%	3	-3%	-4
CCCN(CCC(=O)Nc1ccccc1F)CC1CC1	6%	-10	4%	-9
CCCc1nnc(SCC(=O)N2CCCCC2C)n1CC (stereo not drawn)	9%	90	-2%	-7
CCN1CCCC1CN(Cc1cc2cc(C)cc(C)c2[nH]c1=O)C(=O)Nc1ccccc1OC (stereo not drawn)	32%[activator]	47	-2%	6
c1ccc(-c2ccccc2OCCN2CCCCC2)cc1	·	?	0%	·
COc1ccc(-c2csc(NC(=O)c3ccc(S(=O)(=O)N4CCc5ccccc5C4)cc3)n2)cc1	·	?	2%	·
CCCCn1c(N)nc2ccccc21	24%	0	10%	5
COC(CN(C(=O)CCl)C(C(=O)NC1CCCCC1)c1ccc(Cl)cc1)OC (stereo not drawn)	·	-5	-1%	·
O=C1C2CC=CCC2C(=O)N1c1ncn[nH]1 (stereo not drawn)	1%	-3	5%	-1
O=C(NCc1ccccc1)c1cc2nc(C3CC3)cc(C(F)(F)F)n2n1	-8%	35	4%	1

The listing continues.
SMILES	15-hLO-2 inh	PNC assembly inh	12-hLO inh	IMPase inh
OC(COc1ccccc1)CN1CCN(c2ncccn2)CC1 (stereo not drawn)	5%	-7	8%	1
CCN(C(=O)CN1CCCCC1)C1(C)C(=O)c2ccccc2C1=O	·	69	3%	·
CCC1CC2(C)NC(=O)c3c(sc4c3CC(C)(C)OC4)N2C1=O (stereo not drawn)	-21%	-2	-8%	9
CCOC(=O)c1ccc(Cl)c(NC(=O)c2ccc(-c3ccccc3)cc2)c1	-4%	-1	-1%	-2
COc1ccc(CN2C(=O)c3cccnc3C2Nc2cc(Cl)c(OC)cc2OC)cc1 (stereo not drawn)	-29%	-13	-5%	3
COC(=O)Cc1ccc(NC(=S)N2CCCC(C)C2)cc1 (stereo not drawn)	·	20	0%	·
CC1=C/C(=C(/c2ccc(O)c(C)c2)c2ccccc2C(=O)O)C=CC1=O	-22%[11.4 µM]	·	-25%[11.4 µM]	·
O=c1cc(-c2ccc(Cl)c(Cl)c2)[nH][nH]1	22%	7	?	21
CCN(Cc1ccccc1)c1ccc(N=Nc2nn(C)c(C)c2[N+](=O)[O-])cc1	·	6	1%	·
COc1ccccc1[C@@H]1C(c2ccccc2)=NN(c2ccccc2)[C@H]1C(=O)N1CCOC1=O	-20%[0.0915 µM]	·	-1%[0.00818 µM]	·
CC1(C)CC(=O)C2=C(C1)OC(N)=C(C#N)C2C1C=CCCC1 (stereo not drawn)	-3%	?	-12%	-1
Cn1ncc2c(NNC(=O)c3ccc(Cl)cc3Cl)ncnc21	·	18	-5%	-3
O=C(NCc1ccco1)c1cccc2c1C(=O)N(C1CCCCC1)C2	·	-100*	0%	-2
Cn1c(=O)c2c(-c3ccc(C(C)(C)C)cc3)n(N3CCOCC3)cc2n(C)c1=O	-10%	31	3%	6
CCCc1cc(C(=O)NCc2ccc(OC)cc2)no1	4%	-10	3%	-2
Cc1ccc(-n2c(=O)c(C#N)cc3c(=O)n4cccc(C)c4nc32)cc1	-9%	-25	4%	3
CCc1ccccc1N1CC(C(=O)O)CC1=O (stereo not drawn)	-3%	-29	6%	11
O=C(NCCc1ccccc1)C1CCCN(S(=O)(=O)c2cccs2)C1 (stereo not drawn)	-3%	14	1%	-5
O=C(Nc1ccc(N2C(=O)C3C4C=CC(C4)C3C2=O)cc1)Nc1nncs1 (stereo not drawn)	0%	?	-4%	5
CC1CCC2C(=O)N(c3cccc(OS(=O)(=O)c4ccccc4)c3)C(=O)C2C1 (stereo not drawn)	·	31	0%	·
CCc1ccccc1NC(=O)/C(C#N)=C/c1ccc(Sc2ccccc2)o1	·	2	-1%	·
COc1cccc2[nH]c3c(N4CCN(Cc5ccc6c(c5)OCO6)CC4)ncnc3c12	45%[activator]	35	-14%	15
O=C(NCc1nnc(SCC(=O)N2CCCC2)o1)c1ccccc1F	-13%	32	1%	?
CCOc1ccc(-n2nc(C(=O)N3CCN(CC)CC3)c3ccccc3c2=O)cc1	·	-86*	4%	0
Nc1ccc2oc(-c3cccc4ccccc34)nc2c1	-6%	-4	-9%	-9

Record cards, as listed above. Order of screens: 15-hLO-2 inh | PNC assembly inh | 12-hLO inh | IMPase inh
CCCc1cc(C(=O)NCc2ccc(OC)cc2)no1 across the screens: 4% | -10 | 3% | -2
Cn1c(=O)c2c(-c3ccc(C(C)(C)C)cc3)n(N3CCOCC3)cc2n(C)c1=O across the screens: -10% | 31 | 3% | 6
CCOC(=O)c1ccc(Cl)c(NC(=O)c2ccc(-c3ccccc3)cc2)c1 across the screens: -4% | -1 | -1% | -2

Additional structures.
SMILES	15-hLO-2 inh	PNC assembly inh	12-hLO inh	IMPase inh
CCOC(=O)c1c(C)[nH]c(C(=O)COC(=O)CNC(=O)c2ccc(Cl)cc2Cl)c1C	·	11	-3%	·
COc1ccc(C2/C(=C(/O)c3ccc(C)cc3)C(=O)C(=O)N2C)cc1 (stereo not drawn)	20%	-11	19%	-8
C=CCc1ccc(OCCCCNC(C)CC)c(OC)c1 (stereo not drawn)	·	-23	2%	·
COC(=O)c1cccc(NC(=O)C2COc3ccccc3O2)c1C (stereo not drawn)	-3%	?	-3%	4
Cc1cccc(C)c1NC(=O)CC1SC2=NCCN2C1=O (stereo not drawn)	?	0	0%	16
O=C(CSc1ccc2nnc(-c3cccnc3)n2n1)N1CCOCC1	8%	-13	2%	2
CC1(C(=O)NCCN2CCOCC2)C=CC2(CCCCC2)N1C(=O)c1ccccc1 (stereo not drawn)	-4%	68	-2%&-2%	·
COc1cccc(NC(=O)C23CCC(C)(C(=O)O2)C3(C)C)c1 (stereo not drawn)	-3%	32	1%	4
CCCCNC(=O)CN(C1CCCCC1)S(C)(=O)=O	2%	-12	2%	-5
O=C(COc1ccccc1Cl)Nn1cnnc1	2%	?	-4%	4
Cc1cc(NC(=O)c2cc(C3CC3)on2)n(-c2ccccc2)n1	1%	9	-4%	8
O=C(Nc1ccc(-c2nc3ccccc3o2)cc1)c1cc(-n2cnnc2)ccc1Cl	·	?	-1%	·
CN(C(=O)c1cccs1)c1ccccc1C(=O)O	6%	-22	6%	-6
O=c1[nH]c(CSc2nnc(-c3ccccc3)n2-c2ccccc2)nc2ccccc12	·	-25	2%	·
COCC(=O)N1CCC2(CCN(Cc3cc(C(F)(F)F)cc(C(F)(F)F)c3)CC2)CC1	3%	·	1%	·
Cc1ccc(C)c(NC(=O)C(Sc2nnc(-c3cccs3)o2)c2ccccc2)c1 (stereo not drawn)	·	?	-2%	-4
Cc1c(C2Nc3ccccc3C(=O)N2O)cnn1C (stereo not drawn)	·	58	-23%	24
N/C(=N\O)C1COc2ccccc2O1 (stereo not drawn)	8%	0	-3%	-3
COCc1[nH][nH]c(=O)c1C=Nc1ccccc1	-3%	46	-3%	0
O=C(NC1=NCCS1)c1csc2ccccc12	5%	25	-3%	-4
CC(=O)Oc1oc(-c2ccccc2)nc1/C=N/c1ccccn1	?	13	0%	1
CCCCCn1c(CNC(=O)CC)nc2ccccc21	6%	?	2%	3
CCCCOC(=O)c1ccc(OC(=O)c2cccnc2)cc1	4%	-29	-3%	2
Clc1cccc(NCc2nnc(SCc3ccccc3)o2)c1	-5%	?	-5%	1
Clc1ccc(OCCCn2ccnc2)c(Br)c1	·	16	-1%	·

Arranged by length of the SMILES (rising): part of the list above
SMILES	15-hLO-2 inh	PNC assembly inh	12-hLO inh	IMPase inh
O=C(COc1ccccc1Cl)Nn1cnnc1	2%	?	-4%	4
CN(C(=O)c1cccs1)c1ccccc1C(=O)O	6%	-22	6%	-6
O=C(Nc1ccc(-c2nc3ccccc3o2)cc1)c1cc(-n2cnnc2)ccc1Cl	·	?	-1%	·

Next structures follow.
SMILES	15-hLO-2 inh	PNC assembly inh	12-hLO inh	IMPase inh
COc1ccc(C(=O)OCc2cc3cccc(C)c3[nH]c2=O)cc1	-1%	-7	-5%	6
Cc1nc2sc(C(c3ccc(F)cc3)N3CCOCC3)c(O)n2n1 (stereo not drawn)	-4%	37	-1%	-4
O=C(NCC(c1cccs1)N1CCOCC1)c1ccc(Br)o1 (stereo not drawn)	-2%	4	-3%	7
COCC(=O)N1CCC2(CC1)CN(C(=O)Nc1cccc(F)c1)C2	0%	·	5%	·
CC(C)NC(=O)c1ccccc1NC(=O)CS(=O)(=O)Cc1ccccc1	-5%	?	-5%	-6
CCOC(=O)c1cnc(SC)nc1Sc1ccccc1Cl	1%	-104*	0%	11
C=CCNC(=O)Cn1nc(-c2ccccc2)ccc1=O	-2%	-24	1%	8
CC(C)Cc1c(O)nc(SCCN2CCOCC2)[nH]c1=O	-7%	36	3%	5
S=C1NCCOCCOCCOCCOCCNC(=S)NCCOCCOCCOCCOCCN1	·	41	-1%	6
CCOC(=O)c1ccc(N2C(=O)CC(N3CCC(Nc4ccc(F)cc4)CC3)C2=O)cc1 (stereo not drawn)	-16%	24	-1%	-10
Cc1nn2c(N3CCN(C(=O)c4ccco4)CC3)cc(C(C)(C)C)nc2c1-c1ccccc1	24%	1	2%	0
CCOc1ccccc1N(CC(=O)NC(C)(C)C)C(=O)c1ccc(CN2CCOCC2)o1	-9%	?	-4%	9
CCC(C(=O)c1ccc(O)cc1)c1ccccc1 (stereo not drawn)	0%	?	-9%	9
O=C(c1cc2ccccc2[nH]1)N1CCOCC1	·	-1	4%	·
O=C(CNC(=S)NC(=O)c1ccc(Br)o1)c1ccccc1	·	-18	4%	·
COC(=O)c1ccc(NC(=O)CC2C(=O)N(c3ccc(C)cc3)C(=O)N2CC(C)C)cc1 (stereo not drawn)	-4%	-13	-5%	4
O=C(N/N=C/c1cccc([N+](=O)[O-])c1)c1cc(-c2ccc3c4c(cccc24)CC3)n[nH]1	·	-25	3%	7
COc1cccc(-n2c(N)c(C#N)c3ccc([N+](=O)[O-])cc3c2=O)c1	·	-1	-2%	-7
CCOC(=O)C1=C(c2ccccc2)OC(N)=C(C#N)C1c1ccc(Br)s1 (stereo not drawn)	·	-17	-5%	11

3 compounds from above, sorted by the number in 12-hLO inh, low to high:
SMILES | 15-hLO-2 inh | 12-hLO inh
Cc1nc2sc(C(c3ccc(F)cc3)N3CCOCC3)c(O)n2n1 (stereo not drawn) | -4% | -1%
CCOC(=O)c1cnc(SC)nc1Sc1ccccc1Cl | 1% | 0%
Cc1nn2c(N3CCN(C(=O)c4ccco4)CC3)cc(C(C)(C)C)nc2c1-c1ccccc1 | 24% | 2%

Not all compounds are listed. The share of hits here may be higher or lower than overall.
